Assay outcomes deposited in PubChem by National Center for Advancing Translational Sciences (NCATS).
PI5P4K alpha inh = qHTS for Inhibitors of phosphatidylinositol 5-phosphate 4-kinase (PI5P4K); PI5P4Kalpha enzyme, ADP-Glo luminescence, 60 min; stronger effect = lower value; max response, %; 330,000 tested, 1.2% active; AID 652105, 2013; active = max response of -50% or lower; inconclusive = between -30% and -50%; inactive = -30% or higher; also: value at the top dose of about 77 µM; % is scaled to controls: 0 for no effect and ±100 for the full control effect
Target sequence (P48426 whole entry, looked up): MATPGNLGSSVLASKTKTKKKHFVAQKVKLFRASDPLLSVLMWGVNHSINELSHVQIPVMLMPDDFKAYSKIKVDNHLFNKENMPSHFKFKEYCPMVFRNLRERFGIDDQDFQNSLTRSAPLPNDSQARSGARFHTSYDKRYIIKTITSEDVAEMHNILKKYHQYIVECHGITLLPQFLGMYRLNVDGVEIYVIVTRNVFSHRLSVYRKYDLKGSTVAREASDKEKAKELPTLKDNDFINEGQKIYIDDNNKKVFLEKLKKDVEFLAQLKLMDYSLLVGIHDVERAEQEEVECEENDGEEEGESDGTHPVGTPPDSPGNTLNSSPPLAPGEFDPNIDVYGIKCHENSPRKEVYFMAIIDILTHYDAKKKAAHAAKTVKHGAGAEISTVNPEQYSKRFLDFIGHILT
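qHTS, 1536-well: enzyme/substrate mix, compound by pin tool, 5 microM ATP final; RT 60 min; ADP-Glo reagents 1 (45 min) then 2 (30 min); luminescence.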
EPAC2 agonist = qHTS for Agonist of cAMP-regulated guanine nucleotide exchange factor 4 (EPAC2): primary screen; Rap guanine nucleotide exchange factor 4 (Homo sapiens), Q8WZA2; EPAC2 activation, biochemical qHTS; response scale: 100% = 6.5 mM cAMP response; Potency, µM (series often up to 154 µM), without a hit: at the top dose activation, hits mostly activators; 360,000 tested, 0.079% active; also: potency is read from the fitted curve at half-maximal effect; nearly all actives have a fitted effect of over 50% in size
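Guanine nucleotide exchange by EPAC2 is measured as reduced fluorescence of BODIPY-GDP once it is released from 250 nM Rap1B. Plates are read kinetically for 30 min at room temperature; results are scaled to 6.5 mM cAMP.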
EPAC1 ag = qHTS for Agonist of cAMP-regulated guanine nucleotide exchange factor 3 (EPAC1): primary screen. EPAC1 agonist qHTS, biochemical assay; response scale: 100% = response to 6.5 mM cAMP. 360,000 tested, 0.073% active. Potency, µM (top dose mostly 154 µM), for the others: at the highest dose activation, most hits filed as activators. AID 720707, 2013; also: potency is read from the fitted curve at half-maximal effect; nearly all actives have a fitted effect of over 60% in size
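Compounds were pinned as a concentration titration into mixtures of EPAC1 (100 nM), BODIPY-GDP-loaded Rap1B (250 nM) and GDP (50 uM). After 5 min at room temperature, fluorescence was followed for 30 min; activity was scaled to 6.5 mM cAMP.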
PLK1 PBD inh = qHTS for Inhibitors of PLK1-PDB (polo-like kinase 1 - polo-box domain): Primary Screen; Plk1 PBD binding of FITC phosphopeptide, fluorescence polarization; Potency, µM, for inactives: max response, negative = inhibition, hits mostly inhibitors; 360,000 tested, 2.8% active; AID 720504, 2013; also: potency is read from the fitted curve at half-maximal effect; series mostly up to about 57 µM; % is scaled to controls: 0 for no effect and ±100 for the full control effect; nearly all actives have a fitted effect of over 65% in size
Target sequence (P53350 whole entry, looked up, the tested form may be a part): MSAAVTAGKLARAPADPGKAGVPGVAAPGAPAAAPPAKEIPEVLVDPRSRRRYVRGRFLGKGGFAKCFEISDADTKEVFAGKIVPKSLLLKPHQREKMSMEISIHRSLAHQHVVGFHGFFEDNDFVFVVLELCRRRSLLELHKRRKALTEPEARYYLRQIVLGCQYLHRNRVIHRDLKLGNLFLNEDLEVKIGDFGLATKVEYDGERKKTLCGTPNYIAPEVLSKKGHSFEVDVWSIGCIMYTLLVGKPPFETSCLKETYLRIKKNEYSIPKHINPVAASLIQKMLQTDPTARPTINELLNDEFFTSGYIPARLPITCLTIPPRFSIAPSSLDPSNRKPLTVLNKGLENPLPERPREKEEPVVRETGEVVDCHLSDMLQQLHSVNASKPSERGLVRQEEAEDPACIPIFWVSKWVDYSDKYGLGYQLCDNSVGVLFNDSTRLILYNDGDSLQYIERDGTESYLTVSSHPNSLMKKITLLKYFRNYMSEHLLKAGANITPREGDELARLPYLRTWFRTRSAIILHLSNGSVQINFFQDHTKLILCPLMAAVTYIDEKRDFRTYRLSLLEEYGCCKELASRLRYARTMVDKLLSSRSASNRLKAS
EPAC1 antag = qHTS for Antagonist of cAMP-regulated guanine nucleotide exchange factor 3 (EPAC1): primary screen | Potency, µM (highest dose often 115 µM), for inactives: at the highest dose activity change, negative = inhibition, most hits filed as inhibitors | 360,000 tested, 0.14% active | EPAC1 GEF assay, Rap1b-BODIPY-GDP exchange fluorescence | AID 720709, 2013 | Rap guanine nucleotide exchange factor 3 (Homo sapiens), O95398;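 also: potency is read from the fitted curve at half-maximal effect; plate controls were vehicle for no effect and positive control for full effect; nearly all actives have a fitted effect of over 50% in size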
IL2 activator = qHTS of IL-2 Activators. IL-2 activation reporter assay, cell-based qHTS; stimulated with anti-CD3/CD4/CD28 beads; in transgenic mouse T cells. activation, % (series mostly up to about 46 µM). 360,000 tested, 0.065% active; in the data active = activation above about 50%; inconclusive = mostly about 30% to 49%; also: 0% is about no effect
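Readout is EGFP and DsRed signal by fluorescent plate cytometry after 18 h at 37 degrees C. Transgenic mouse T cells (750/well) received compound for 60 min before bead stimulation (anti-CD3, anti-CD4, anti-CD28); memory T cells served as non-tolerant control.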
CCT modulator = High-Throughput Screening for Modulators of Cytosolic Chaperonin Activity; purified chaperonin ATPase assay, HTRF ADP detection, 30 min; activity change, % (concentration not given with the values), hits read low; 360,000 tested, 0.3% active; in the data active = activity change below about -30%; also: % is scaled to controls: 0 for no effect and ±100 for the full control effect
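Nucleotide hydrolysis assay: TRiC at 20–40 nM final (set by batch activity) with 10 uM ATP, 30 min at 37 °C, in presence of 76 uM compound. Detection by competitive ADP HTRF, 30 min ambient.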
WRN helicase inh = qHTS for Inhibitors of WRN Helicase | Potency, µM (top dose mostly 114 µM), inactives show top-dose activity change, negative = inhibition, actives largely listed as inhibitors | AID 651768, 2012 | 360,000 tested, 0.46% active | WRN helicase unwinding, fluorescent forked duplex, kinetic | Bifunctional 3'-5' exonuclease/ATP-dependent helicase WRN (Homo sapiens), Q14191; also: potency is read from the fitted curve at half-maximal effect; % is scaled to controls: 0 for no effect and ±100 for the full control effect; nearly all actives have a fitted effect of over 55% in size
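Fluorescence dequenching readout, ex 525 nm/em 598 nm, kinetic mode: forked duplex DNA (100 nM final) with adjacent fluorophore and quencher unwound by WRN (20 nM final) with 2 mM ATP. Compound preincubation 15 min, room temperature.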
Starred values were filed as active, the others as inactive; ? = inconclusive; . = no result given; [ ] = dose if it differs, or a comment. Unless noted, calls follow the shape of the dose curve; as a rule, active = well fitted curve in the direction sought with a large enough effect; inconclusive = small, poorly fitted or top-dose-only effect, or another doubt; inactive = no such curve, though single readings can be large; an effect the other way counts as inactive or inconclusive. An excerpt; rates above refer to the full screens.

SMILES	PI5P4K alpha inh	EPAC2 agonist	EPAC1 ag	PLK1 PBD inh	EPAC1 antag	IL2 activator	CCT modulator	WRN helicase inh
COc1ccccc1CNCC(O)Cn1c2ccccc2c2ccccc21 (configuration not stated)	16	7%	15%	-8%	-26%	-0.8	-2.5	-12%
CC1=NNC(=O)C1CC(=O)N/N=C/C(C)=C/c1ccccc1 (configuration not stated)	1	6%	2%	-12%	22%	-1.3	-2.7	3%
Cc1nc2c(Cl)cc(Cl)cc2[nH]1	-6	13%	6%	-7%	6%	1.6	-1.2	7%
CCOC(=O)N1CCN(C(=O)COc2ccc(S(=O)(=O)NC(C)C)cc2)CC1	8	8%	5%	-9%	-8%	6.5	0.8	-2%
COc1ccc(C(=O)c2sc(Nc3ccccc3)c(C(=O)Nc3ccc(OC)c(OC)c3)c2N)cc1	-6	5%	3%	-14%	-19%	-3.3	-1.3	9%[57.1 µM]
CCN(CC)C(=O)CSc1nc(-c2ccc(C)cc2)nc2c1COC(C)(C)C2	-4	2%	-11%	0%	9%	-1.4	2.6	6%
COc1cccc(-c2sc3ccc(OC)cc3c2C#CC2(O)CCCCC2)c1	44	19%	-5%	-15%	-17%	-0.2	-0.7	-5%
CCOC(=O)C1=C(C)NC(SCC(=O)Nc2cc(C)on2)=C(C#N)C1c1cccs1 (configuration not stated)	.	22%	28%	-9%	-1%	-0.7	-2.1	-2%
O=c1c2ccccc2nc(/C=C/c2ccccc2)n1CCCO	1	5%	0%	2%	5%	-1.3	-0.7	-6%[57.1 µM]
CC1=CC(C)C2(COC(c3ccc[n+](C)c3)OC2)C(C)C1 (configuration not stated)	-7	1%	10%	-6%	-12%	7.9	-1.3	-10%
O=[N+]([O-])c1ccccc1/C=N/Nc1nccnc1Cl	.	1%	3%	-12%	-2%	0.7	-3.1	-6%
Cc1cccnc1NC(=O)c1ccc2c(c1)OCCO2	-11	-10%	-1%	-3%	-28%	0.2	-3.6	-8%
O=S(=O)(Nc1nc2ccccc2nc1-[n+]1ccccc1)c1ccc(Cl)cc1	17	-16%	0%	-3%	4%	0.3	0.5	-2%
CCOC(=O)C1CCN(C(=O)c2cccc(C(=O)N3CCC(C(=O)OCC)CC3)c2)CC1	.	4%	2%	-7%	10%	-2.2	0.0	7%
C(=N\Nc1nc(N2CCCCC2)nc(N2CCCCC2)n1)/c1c[nH]c2ccccc12	5	18%	-11%	-11%	-6%	1.4	0.7	1%
Cc1cc(NC(=O)C(C)SCC(=O)OCc2ccc([N+](=O)[O-])cc2)no1 (configuration not stated)	6	5%	5%	-4%	5%	-1.5	-3.8	10%
CCCCNC(=O)c1ccccc1NC(=O)c1ccccc1N(C)S(C)(=O)=O	.	6%	4%	?	-6%	0.8	0.3	-2%
COCC(C)NC(=S)NCCc1ccc(Cl)cc1Cl (configuration not stated)	1	4%	-6%	-6%	9%	0.0	0.3	3%
C[C@H](CO)N1C[C@H](C)[C@@H](CN(C)C(=O)Nc2ccccc2)Oc2c(NC(=O)Cc3ccccc3)cccc2C1=O	-3	4%	-3%	-15%	2%	0.5	-15	-1%
CC1=C(C(=O)N(C)C)CC(CC(=O)NC2CCCC2)C(=O)N1CCCN1CCCC1=O (configuration not stated)	-3	10%	12%	-5%	3%	0.2	-0.5	-3%
CC1C(C(=O)Nc2ccccc2)CCCC1(C)C(=O)O (configuration not stated)	0	7%	8%	-7%	1%	-1.7	-1.7	2%
CCCNC(=O)c1onc(CSc2ccc(Cl)cc2)c1C(=O)NCCC(C)C	9	8%	-24%	-11%	-10%	-0.5	-1.9	-11%
CC(C)CCOC(=O)C[N+](C)(C)CCOC1CC2CCC1(C)C2(C)C (configuration not stated)	2	5%	-2%	-9%	-3%	-0.9	-2.8	0%
CC(C)(C)S(=O)N1Cc2cc(C(=O)NCc3ccc4c(c3)OCO4)nc(-c3cccc(-c4cc5ccccc5o4)c3)c2[C@@H]1CCO (some centres not stated)	-26	7%	3%	-6%	4%	-0.7	0.3	5%
COc1ccc2[nH]c3c(c2c1)CCN1C(=O)C(CC(=O)NC(C)(C)C)C[C@H](C(=O)N2CCCCC2)[C@@]31CCc1ccccc1 (some centres not stated)	1	-7%	-4%	-2%	-3%	-0.9	0.4	5%
C=CCOC(=O)C1=C(C)N=C2SCCC(=O)N2C1c1ccc(OC(=O)c2ccco2)cc1 (configuration not stated)	0	11%	10%	-4%	5%	0.3	0.7	3%
CCC(C)Nc1nc(C)nc2c1oc1ccccc12 (configuration not stated)	1	9%	1%	-10%	-23%	-0.7	-1.4	4%
CCCCNC(=O)CSc1nnc(NC(C)=O)s1	-3	-3%	-2%	3%	9%	-0.3	3.5	12%
O=C(Nc1ccc(F)cc1)C(c1cccc(F)c1)N1CCN(c2ccncc2)CC1 (configuration not stated)	-3	5%	-14%	3%	11%	-0.4	.	4%
COc1cc(-c2nnc(SCC(=O)N(C)C3CCS(=O)(=O)C3)o2)cc(OC)c1OC (configuration not stated)	4	8%	1%	-5%	-10%	-2.8	-0.1	2%

Ordered by value in EPAC2 agonist (highest first): four from the list above
| compound | PI5P4K alpha inh | EPAC2 agonist | EPAC1 ag | PLK1 PBD inh | EPAC1 antag | CCT modulator | WRN helicase inh |
| --- | --- | --- | --- | --- | --- | --- | --- |
| C=CCOC(=O)C1=C(C)N=C2SCCC(=O)N2C1c1ccc(OC(=O)c2ccco2)cc1 (configuration not stated) | 0 | 11% | 10% | -4% | 5% | 0.7 | 3% |
| CCCCNC(=O)c1ccccc1NC(=O)c1ccccc1N(C)S(C)(=O)=O | . | 6% | 4% | ? | -6% | 0.3 | -2% |
| Cc1cc(NC(=O)C(C)SCC(=O)OCc2ccc([N+](=O)[O-])cc2)no1 (configuration not stated) | 6 | 5% | 5% | -4% | 5% | -3.8 | 10% |
| C[C@H](CO)N1C[C@H](C)[C@@H](CN(C)C(=O)Nc2ccccc2)Oc2c(NC(=O)Cc3ccccc3)cccc2C1=O | -3 | 4% | -3% | -15% | 2% | -15 | -1% |

Continuation.
SMILES	PI5P4K alpha inh	EPAC2 agonist	EPAC1 ag	PLK1 PBD inh	EPAC1 antag	IL2 activator	CCT modulator	WRN helicase inh
O=C1CCCCC1Sc1nnc(Cc2cccs2)n1CCc1ccccc1 (configuration not stated)	-30	-5%	0%	?	-6%	-1.4	-1.3	-3%
O=C(NCCN1CCCCC1)Nc1cccc(Cl)c1Cl	0	0%	4%	-5%	-4%	-1.8	-1.8	5%
Cc1onc(-c2ccccc2)c1-c1n[nH]c(=S)n1-c1ccccc1	-6	5%	-4%	0%	7%	0.1	0.2	3%
COc1ccc(C(C(=O)NCC2CCCO2)N(C(=O)CNC(=O)c2ccco2)c2ccc(C)c(C)c2)cc1OC (configuration not stated)	2	3%	-6%	-8%	-13%	-1.7	-1.6	5%
CC(=O)N1CCN(S(=O)(=O)c2cccc(C(=O)Nc3ccc4c(c3)CCC4)c2)CC1	0	10%	3%	-7%	-14%	-0.1	0.1	-13%
CN1CCN(C(=O)CCc2ncc(C(F)(F)F)cc2Cl)CC1	0	9%	8%	-7%	14%	3.7	-1.2	5%
CCN1CCN(c2cc(C)nc(-c3ccccc3O)n2)CC1	-3	4%	-3%	?	-6%	-3.6	-6.3	1%
CCNc1nc(N2CCCCC2)nc(-n2nnc(C(=O)OCC)c2C)n1	2	1%	8%	-10%	2%	-0.6	-0.3	-3%
CCOC(=O)C1=C(c2ccccc2)OC(N)=C(C#N)C1c1ccc(Br)s1 (configuration not stated)	3	-1%	-4%	-3%	-3%	-2.0	-12	1%
O=C(Oc1ccc2c(c1)CCC2)N1CCOCC1	.	-9%	2%	-1%	-1%	-1.8	1.5	10%
COc1ccccc1Cn1c(=S)[nH]c2cc(C(=O)N3CCN(c4ccccc4OC)CC3)ccc2c1=O	-3	2%	5%	8%	-16%	0.8	0.1	0%
CCN(CC)S(=O)(=O)c1ccc(N(C)C)c(NC(=O)CSCc2c(C)noc2C)c1	1	-3%	-28%	-7%	1%	1.8	-0.5	-18%
O=C(Nc1ccccc1)C(=O)c1cn(CC(=O)N2CCCCC2)c2ccccc12	1	3%	-4%	-10%	-10%	-2.0	-0.2	-1%
CCCC(=O)Nc1ccccc1-c1nnc(SCC)[nH]c1=O	-1	9%	4%	-10%	7%	0.8	-2.7	5%
CC1COC(c2cccn2Cc2ccccc2Cl)=N1 (configuration not stated)	-1	7%	3%	-7%	-7%	2.9	-0.5	0%[57.1 µM]

Sorted by number of heavy atoms (highest first): part of the list above.
SMILES	PI5P4K alpha inh	EPAC2 agonist	EPAC1 ag	PLK1 PBD inh	EPAC1 antag	IL2 activator	CCT modulator	WRN helicase inh
CCN(CC)S(=O)(=O)c1ccc(N(C)C)c(NC(=O)CSCc2c(C)noc2C)c1	1	-3%	-28%	-7%	1%	1.8	-0.5	-18%
Cc1cc(NC(=O)C(C)SCC(=O)OCc2ccc([N+](=O)[O-])cc2)no1 (configuration not stated)	6	5%	5%	-4%	5%	-1.5	-3.8	10%
O=c1c2ccccc2nc(/C=C/c2ccccc2)n1CCCO	1	5%	0%	2%	5%	-1.3	-0.7	-6%[57.1 µM]
CCN1CCN(c2cc(C)nc(-c3ccccc3O)n2)CC1	-3	4%	-3%	?	-6%	-3.6	-6.3	1%
CCC(C)Nc1nc(C)nc2c1oc1ccccc12 (configuration not stated)	1	9%	1%	-10%	-23%	-0.7	-1.4	4%

Following part:
SMILES	PI5P4K alpha inh	EPAC2 agonist	EPAC1 ag	PLK1 PBD inh	EPAC1 antag	IL2 activator	CCT modulator	WRN helicase inh
COc1ccc(/C=N/NC(=O)c2nnn(-c3nonc3N)c2CN(C)c2ccccc2)cc1	-9	14%	2%	-7%	?	-3.5	-1.5	-13%
CC1(C)CC(=O)c2cc(NC(=O)c3ccccc3)c(=O)oc2C1	4	12%	-1%	27µM*	-5%	1.9	-2.6	-5%
CC(=O)NC(c1ccc2ccccc2c1)c1ccc2cccnc2c1O (configuration not stated)	6	-1%	12%	2%	-14%	-2.2	-0.4	-2%[57.1 µM]
CCCC(=O)Nc1ccccc1NC(=O)c1ccc(OCC)c(OCC)c1	6	15%	7%	-10%	2%	-0.4	-3.3	1%
COc1ccc(CCNC2=NCC(C)S2)cc1 (configuration not stated)	.	12%	0%	-1%	2%	1.2	-1.7	2%
